# Compound activity (PubChem BioAssay)
# eIF4E 4G PPI: eIF4E/eIF4G interaction inhibition in translation initiation | P63073+Q04637 | TR-FRET eIF4E-eIF4GI(517-606) binding, 2 h | inhibition, % at 21.7 µM | 220,000 tested, 0.37% active | AID 782;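 active means inhibition above about 30%, limit read from the data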;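 further: 0% = full FRET control wells and 100% = background wells lacking eIF4GI fragment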
# NPY2 pot ag: potentiators or agonists of human neuropeptide Y receptor Y2; P49146; cells expressing NPY-Y2, potentiator/agonist read-out; activation, % at 3.6 µM; 220,000 tested, 0.45% active; in the data active means activation above about 27%;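 further: cells stimulated with NPY near EC25 plus isoproterenol at EC100; 0% = vehicle plus submaximal agonist and 100% = vehicle plus saturating agonist; some results beyond the cut were filed as inactive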
# PGE2 EP2 inh: EP2 receptor (human) inhibition; C6 glioma cells expressing human EP2, cAMP TR-FRET; cells stimulated with saturating PGE2; inhibition, % at 25 µM; 260,000 tested, 0.52% active; AID 1422;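 active means percent inhibition above 40 after rounding to a whole number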;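 further: rat C6 glioma host cells with rolipram phosphodiesterase inhibitor present; the protocol text gives 20 µM as final concentration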
# NPY Y1 blocker: NPY-Y1 (human) receptor antagonism | P25929 | HEK293-CNG Y1 cells, membrane potential fluorescence; NPY at EC95, then isoproterenol | inhibition, % at 3.6 µM | 200,000 tested, 1% active | AID 1040;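 active means inhibition above the campaign mean inhibition of all tested compounds plus 3 SD, cut at about 20% in these data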;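 further: 0% = DMSO wells given NPY plus isoproterenol and 100% = isoproterenol alone without NPY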
#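 material = HEK293 cells with Y1 receptor plus CNG channel | also added = NPY 25 nM then isoproterenol 1 µM plus Ro 20-1724 25 µM | schedule = dye 3 h, compound 60 min room temperature, stimulation 45 min | measured by = membrane potential fluorescence | benchmarks = high control isoproterenol alone, low control NPY with isoproterenol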
# S1P4 antagonist: human S1P4 receptor antagonism. inhibition, % at 4.98 µM. 220,000 tested, 0.26% active. AID 1510. S1P4-expressing cells, antagonist mode, reporter read-out; in the data active means inhibition above about 29%;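 further: 0% = wells stimulated with agonist and 100% = vehicle wells without agonist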
# EP2 mod: modulators of human EP2 prostaglandin E2 receptor. P43116. EP2-expressing cells, cAMP HTRF FRET, PGE2 co-stimulation. induction, % at 25 µM. 260,000 tested, 0.83% active;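 active means compounds whose cAMP rise, as percent of the full-agonist control response, exceeds 60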;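 further: rat C6 glioma line stably carrying human EP2 under a CMV promoter; the protocol text gives 20 µM as final concentration; 100% = response of wells given 1 µM PGE2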
# NPY1 pot ag: potentiators or agonists of human neuropeptide Y receptor Y1; NPY-Y1 expressing cells, potentiator/agonist activation; activation, % at 3.6 µM; 220,000 tested, 0.37% active; AID 1304; in the data active means activation above about 33%, passing the limit was not always enough;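 further: cells stimulated with NPY at EC10 then isoproterenol at EC100; 0% = low agonist plus stimulus and 100% = saturating agonist plus stimulus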
# p97 inhibitor: inhibitors of human p97 ATPase; P55072; inhibition, % at 8 µM; recombinant p97 ATPase, Kinase-Glo ATP luminescence, 3 h; 220,000 tested, 0.42% active; in the data active means inhibition above about 15%;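 further: 0% = DMSO vehicle and 100% = wells lacking enzyme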
# Target sequence (P55072 whole entry, looked up): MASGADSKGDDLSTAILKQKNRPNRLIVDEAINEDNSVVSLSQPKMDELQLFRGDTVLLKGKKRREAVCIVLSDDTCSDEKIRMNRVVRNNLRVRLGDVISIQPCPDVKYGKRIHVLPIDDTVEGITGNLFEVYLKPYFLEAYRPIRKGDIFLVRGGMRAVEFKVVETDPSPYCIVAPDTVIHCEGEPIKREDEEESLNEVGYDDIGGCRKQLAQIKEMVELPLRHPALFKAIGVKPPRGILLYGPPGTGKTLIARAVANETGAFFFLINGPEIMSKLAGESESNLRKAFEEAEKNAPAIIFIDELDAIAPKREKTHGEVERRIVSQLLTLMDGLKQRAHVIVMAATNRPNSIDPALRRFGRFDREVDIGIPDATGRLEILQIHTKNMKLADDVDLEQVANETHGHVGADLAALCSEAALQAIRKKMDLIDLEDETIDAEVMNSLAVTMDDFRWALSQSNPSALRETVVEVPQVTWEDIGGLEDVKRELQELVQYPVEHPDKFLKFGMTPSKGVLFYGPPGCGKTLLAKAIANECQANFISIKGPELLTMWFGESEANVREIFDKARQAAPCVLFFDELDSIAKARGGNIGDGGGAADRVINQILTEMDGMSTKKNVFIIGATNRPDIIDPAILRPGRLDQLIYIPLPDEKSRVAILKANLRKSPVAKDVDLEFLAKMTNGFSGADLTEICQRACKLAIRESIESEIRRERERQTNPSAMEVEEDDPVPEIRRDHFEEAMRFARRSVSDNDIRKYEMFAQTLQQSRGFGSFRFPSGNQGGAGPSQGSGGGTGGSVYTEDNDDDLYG
# S1P4 ag: agonists of human S1P4 receptor; AID 1509; S1P4-expressing cell line, agonist reporter assay; O95977; activation, % at 4.98 µM; 220,000 tested, 0.35% active; in the data active means activation above about 11%;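 further: 0% = DMSO vehicle and 100% = reference agonist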
# Starred values were filed as active, the others as inactive; · = not tested or not shown; & = joins results of further samples; [ ] = remark or other dose. This is a subset (hit frequency here may not be typical).
SMILES,eIF4E 4G PPI,NPY2 pot ag,PGE2 EP2 inh,NPY Y1 blocker,S1P4 antagonist,EP2 mod,NPY1 pot ag,p97 inhibitor,S1P4 ag
CCOC(=O)CC(NC(=O)CCc1c(C)nc2ncnn2c1C)c1ccc(C)cc1 (stereo not given),-2,7,5,3,-19,6,18,1,0.5
O=C(O)CCn1cc(/C=C\C(=O)c2ccc(Cl)cc2)c(-c2cccc(Br)c2)n1,6[fluorescence artefact?],-8,6,-1,-8,-11,-1,6,0.9
CC(C)N(C(=O)CSc1nnc(Cc2csc(Nc3ccccc3)n2)o1)C(C)C,-4,2,5,2,-4,-4,4,0,1.3
O=C(CSc1nnc(-c2cccnc2)n1-c1ccccc1)N1CCN(c2ccc(F)cc2)CC1,2,-14,13,9,-1,6,10,-7,-0.2
CCOC(=O)c1ccc(NC(=O)CSc2nnc(-c3ccncc3)n2C)cc1,4,-11,3,2,-4,13,-13,-4,-0.8
CC(C)Oc1ccc(C(=O)CCN2CCCCC2)cc1,2,-9,9,-1,5,22,2,-6,-4.2
Cc1occc1C(=O)NNC(=S)Nc1ccccc1C(F)(F)F,-3,-4,5,1,-9,19,2,2,-1.0
COc1ccccc1NC(=S)N1CCN(Cc2ccccc2)CC1,1,10,12,-5,-4,-9,1,7,-1.1
CCC(C)N1C(=O)c2ccccc2C1C(=O)NC1CCCCCC1 (stereo not given),-1,-14,5,3,-18,12,1,-1,1.6
Cc1cc2c(c(=O)n1CCN(C)C)C(c1ccc(Br)cc1)C(C#N)=C(N)O2 (stereo not given),-10,2,7,5,-23,-14,-7,3,2.1
O=C(c1ccccc1)C1CN(c2ccccc2)CC1c1ccc(Cl)cc1 (stereo not given),3,12,·,6,-16,29,-4,0,1.0
N=C1SCC(=O)N1c1ncc(Cc2ccc(F)cc2)s1,-3,-15,10,13,6,24,-8,3,3.3
COc1cccc(C2C(C(=O)c3sc(C)nc3C)=C(O)C(=O)N2CCN2CCOCC2)c1OC (stereo not given),1,-1,7,4,-14,36,-3,1,-0.6
O=C(N/N=C\c1cccc(OC(=O)c2ccco2)c1)c1ccc2c(c1)OCO2,8,-14,6,1,-15,1,-13,-1,0.1
COc1ccccc1NC(=O)c1sc2ncn(Cc3ccc(C)cc3)c(=O)c2c1C,-43,-21,11&4,9,-18,-21&15,-11,0,0.8
O=C(Nc1nnc(-c2ccc(F)cc2)s1)C1CCN(S(=O)(=O)c2ccc(Cl)cc2)CC1,3[fluorescence artefact?],16,11,9,1,10,-6,4,-0.7
CCOc1cc(N2CCOCC2)c(OCC)cc1NC(=O)CN1C(=O)NC2(CCCCCCC2)C1=O,1,4,0,-4,-13,25,-5,-2,0.8
O=C(CN(CCc1ccccc1)C(=O)CN1C(=O)COc2ccccc21)NCc1ccco1,2,2,2,13,-7,6,4,-5,-5.0
CC1(C)CC(C)(c2ccc(O)cc2O)N(c2cccc(Cl)c2)C(=S)N1 (stereo not given),1,10,10,9,5,-7,-11,4,-4.5
C=CCNC(=O)NC(=O)COC(=O)COc1ccc(Br)cc1F,-3,-7,5,2,9,24,-17,-2,1.2
O=C(Nc1cccc(C(F)(F)F)c1)c1ccc(N2CCNCC2)c([N+](=O)[O-])c1,-3,17,5,-1,10,-44,21,3,-0.4
COc1ccc(CN2CNc3nc4ccccc4n3C2)cc1,0,-20,4,8,-2,-13,-35,-3,1.6
O=C(CSc1ncn[nH]1)Nc1ccc2c(c1)OCCO2,6,-5,7,3,11,18,-19,0,0.7
O=C(NCc1ccc(Cl)cc1)c1ncn[nH]1,4,-11,5,5,-5,-2,-30,0,0.5

# Retrieved by structure from above:
SMILES,eIF4E 4G PPI,NPY2 pot ag,PGE2 EP2 inh,NPY Y1 blocker,S1P4 antagonist,EP2 mod,NPY1 pot ag,p97 inhibitor,S1P4 ag
CC1(C)CC(C)(c2ccc(O)cc2O)N(c2cccc(Cl)c2)C(=S)N1 (stereo not given),1,10,10,9,5,-7,-11,4,-4.5
C=CCNC(=O)NC(=O)COC(=O)COc1ccc(Br)cc1F,-3,-7,5,2,9,24,-17,-2,1.2
O=C(NCc1ccc(Cl)cc1)c1ncn[nH]1,4,-11,5,5,-5,-2,-30,0,0.5

# More compounds follow.
SMILES,eIF4E 4G PPI,NPY2 pot ag,PGE2 EP2 inh,NPY Y1 blocker,S1P4 antagonist,EP2 mod,NPY1 pot ag,p97 inhibitor,S1P4 ag
CN(C)/C=C(\C(=O)c1ccc(Cl)cc1)c1nnnn1-c1ccc(Cl)cc1,-3[fluorescence artefact?],-6,12,-1,-10,3,1,-4,3.1
CCOc1ccc(N(C(C)=O)C2C=CS(=O)(=O)C2)cc1 (stereo not given),1,2,11,-4,-17,16,-3,4,0.2
COC(=O)C1=C(C(=O)c2ccccc2)C(c2ccccc2)n2nnnc2N1 (stereo not given),0,-3,2,2,-16,1,5,-3,-0.1
C/C(Cl)=C\Cn1c(O)c(N=NC(N)=S)c2cc(Br)ccc21,-4,23,8,1,4,-4,33,0,-0.7
Fc1ccc(-c2cnc(-c3cccs3)o2)cc1,-4[fluorescence artefact?],-24,12&0,1,-8,22&17,-29,1,0.1
CCOc1ccc(C2c3[nH]c4ccccc4c3CCN2CCCn2cccn2)cc1 (stereo not given),2,-13,1,13,6,12,-2,2,0.7
Cc1ccc(Nc2cc(C)nc(NCc3ccccc3)n2)cc1,0,-3,15,8,3,-13,-60,8,-0.7
O=[N+]([O-])c1ccc(OCCN2CCNCC2)cc1,3,0,13,7,-9,10,3,0,1.7
COc1ccc(CNC(=O)C/C(C)=N/NC(=O)COc2ccccc2)cc1,-4,-10,3,2,0,17,9,5,-1.8
COc1cc(-c2nnc(NC(=O)c3ccc(S(=O)(=O)N4CCOCC4)cc3)o2)cc(OC)c1OC,1,12,2,-2,-2,15,17,4,-0.2
CCOC(=O)C1=C(C)NC(C)=C(C(=O)OCC)C1C(=O)OCC(N)=O,20,1,6,1,-1,12,-5,3,-0.6
CCC(Sc1nc(C)cc(=O)[nH]1)C(=O)Nc1nnc(C)s1 (stereo not given),-2[fluorescence artefact?],-1,10,-5,13,3,-19,2,0.2
OCC1C2c3ccccc3C(c3ccccc32)C1CO (stereo not given),0,-12,14,·,27,-1,2,3,-1.3
CCN(CC)c1ccc(/C=N\NC(N)=O)cc1,-5,10,8,2,-6,2,-4,1,-1.1
Cc1ccccc1CN(c1ccc(C(=O)Nc2cccnc2)cc1)S(C)(=O)=O,-1,9,6,-6,1,-11,14,3,-1.5
N#Cc1c(/N=C\c2ccc(O)c([N+](=O)[O-])c2)sc2c1CCCC2,1,-5,8,-2,-7,-60,12,1,1.9
CC(=O)NCC(=O)NC(C(=O)Nc1ccc2c(c1)OCCO2)c1ccccc1 (stereo not given),6,7,14,-4,-2,7,-4,6,1.3
CCn1cc(C(=O)Nc2cccc(C)c2)c(=O)c2ccc(C)nc21,-2,15,7,2,-21,7,10,3,0.1
COc1cccc(-n2nnc(S(=O)(=O)c3ccc(C)cc3)c2N)c1,-6,-1,11,-4,-9,-48,-14,0,0.3
CCc1cccc(C)c1NC(=O)CSc1nc2ccc(N3C(=O)c4ccccc4C3=O)cc2s1,0,6,·,5,1,11,3,1,0.4
Cc1cccc(Oc2coc3cc(OC(=O)c4cc5ccccc5oc4=O)ccc3c2=O)c1,-20,20,3,-2,14,24,1,1,-1.9
CCCc1ccc(OCc2ccccc2)c2c(=O)cc(C(=O)OCC)oc12,11,7,3,·,-5,-16,2,-1,1.6
Cc1ccc(C(=O)O)cc1Nc1ncnc2sc3c(c12)CCC3,6,-9,0,·,-4,-12,6,4,0.0
CCN(C(=O)COC(=O)CNS(=O)(=O)c1ccccc1)c1ccccc1,-2,-5,0,-2,-2,-11,5,-2,-1.0
Cc1ccc(-c2ccc(SCC(=O)N3CCN(c4ccccc4)CC3)nn2)cc1,1,12,5,3,-17,12,23,4,3.0
O=[N+]([O-])c1ccc2c(c1)c1ccccc1n2CCO,-1,17,4,·,-3,-25,30,-11,-1.5
Cn1c2ccccc2c(=O)c2c(=O)n(Cc3ccco3)c(-c3ccc(F)cc3)nc21,6,1,6,·,18,8,-36,46*,-0.5
Cc1nn(C)c(C(=O)Nc2ccc(S(=O)(=O)NC34CC5CC(CC(C5)C3)C4)cc2)c1Br,0[fluorescence artefact?],6,5,-1,-22,7,5,-9,2.8
Cc1ccn2c(NC3CCCC3)c(-c3ccsc3)nc2c1,-2,3,3,17,-1,27,15,-4,0.2
CCOc1ccc(S(=O)(=O)NC(C)(C)C)cc1-c1nc2c(C(C)(C)C)nn(C)c2c(=O)[nH]1,2,-9,7,-5,-12,55,17,-3,1.9
COC(=O)c1c(NC(=O)COC(=O)[C@@H](NS(=O)(=O)c2ccccc2)C(C)C)sc2c1CCC2,2,12,-1,10,-8,7,4,1,-0.9
CCOC(=O)N1CCN(C(=O)CN(c2ccc(OC)c(OC)c2)S(C)(=O)=O)CC1,11[fluorescence artefact?],-31,8&6,2,0,15&4,8,1,-3.0
O=C(NCC1CCCO1)c1cccnc1Nc1ccccc1F (stereo not given),3,0,14,3,1,18,-3,-1,-0.5
COc1ccc(CC(=O)Nc2cccc(C(=O)NN3C(=O)c4ccccc4C3=O)c2C)cc1,-4,7,7,-4,-25,18,-8,2,0.9
C(=N\n1cnnc1)/c1ccc(-c2ccccc2)cc1,4,15,23,0,1,-31,8,4,0.4
COc1ccc(NC(=O)CSc2nnc(Cc3cccn3C)n2-c2ccc(F)cc2)cc1OC,-2,13,9,-3,-24,1,-11,-3,0.2
COc1cc(/C=N/NC(=O)c2ccc(CN3C(=O)c4cccc5cccc3c45)cc2)cc(OC)c1O,8,-47,6,·,-3,-26,-7,5,-0.1
COc1ccc(C2(C(=O)Nc3ccc(C(=O)O)cc3)CCOCC2)cc1,4,-12,16,3,-3,-9,8,-4,0.0
CN(C)C(/C=C/Nc1cccc([N+](=O)[O-])c1)=C(C#N)C#N,-5,6,7,2,-28,-22,4,4,1.4
Cc1ccccc1CN1CCNC(=O)C1CC(=O)O (stereo not given),1[fluorescence artefact?],-10,9,4,1,8,-9,3,0.5
O=C(CSc1ccccn1)Nc1ccc(NC(=O)CSc2ccccn2)cc1,-2,-18,5,-2,9,-21,-7,4,-0.3
Cc1cccc(NC(=O)N(C)Cc2cccs2)c1,-8,-16,16,-2,8,32,10,-1,-0.1
COC(=O)C1=C(C)Nc2ncnn2C1c1ccc(C)o1 (stereo not given),3[fluorescence artefact?],3,6,-6,-19,1,-13,2,3.7
CCOC(=O)c1c(NCC2CCCO2)c2ccccc2[nH]c1=O (stereo not given),-5[fluorescence artefact?],-7,18,6,-12,-22,-24,-2,1.7
COc1ccc(NC(=S)N2CCCC(c3nc4ccc(C)cc4[nH]3)C2)cc1 (stereo not given),-2,5,8,0,-6,-59,3,2,1.8
Cc1cccc(S(=O)(=O)c2c(N)n(/N=C/c3cccnc3)c3nc4ccccc4nc23)c1,-6,12,17,-3,7,-2,2,4,-0.2
O=c1cc(O)c2sc3nc4c(c(C(F)(F)F)c3c2[nH]1)CCCCC4,0,-40,13,·,-4,1,-8,-2,0.4
COc1ccc(C(=O)NNC(=O)CSc2nnc(-c3ccc(O)cc3)n2C)cc1,-4,1,5,1,-27,34,17,1,-1.1
c1ccc2c(NCCCN3CCOCC3)c3ccccc3nc2c1,0,10,8,1,-32,-28,16,8,11*
